High-throughput results from PubChem.
uPA generation – cell surface uPA generation inhibition; Potency, µM (highest dose often 38.3 µM), without a hit: top-dose activity change, negative = inhibition, hits mostly inhibitors; 330,000 tested, 0.31% active; cell surface uPA generation assay, qHTS; AID 540303; active = well fitted inhibition curve with a large enough effect; inconclusive = small, poorly fitted or top-dose-only effect; inactive = no such curve, though single readings can be large or run the other way; tested in mouse RAW 264.7 cells; note: % is set by controls: 0 for no effect and ±100 for the full control effect; nearly all actives have a fitted effect of over 55% in size
NPC1 prom act – activators of NPC1 promoter; Huh7 NPC1 promoter luciferase reporter, 24 h; Potency, µM (series often up to 9.22 µM), inactives show at the top dose activation, hits mostly activators; 320,000 tested, 2.4% active; AID 485313;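 note: % of control where 0% means no effect; nearly all actives have a fitted effect of over 60% in size; reporter is driven by a mutant NPC1 promoter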
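Stably transfected Huh7 (NPC1 promoter→luciferase), 1500 cells/well in Opti-MEM + 10% FBS, 2 h settle, then compound 24 h at 37 °C. Luminescence after 10 min with Amplite reagent.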
p53 reactivation – re-activators of mutant p53; H1299 p53-A138V BP100-luciferase reporter, luminescence, 24 h; AID 504706; Potency, µM (series often up to 92.2 µM), inactives show top-dose activity change, positive = activation, usual class: activators; 320,000 tested, 0.063% active; note: % of control where 0% means no effect; nearly all actives have a fitted effect of over 45% in size
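H1299 (p53-null), stable ts p53-A138V + BP100-Luc; 1000 cells/well, Opti-MEM/10% FBS; cpd 4 pt, 1:5; 24 h, 37 deg C, 5% CO2; detection reagent 10 min RT; luminescence.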
Rab9 prom act – activators of Rab9 promoter; 320,000 tested, 2.8% active; Potency, µM (series often up to 9.22 µM), without a hit: at the top dose activation, negative = inhibition, usual class: activators; AID 485297; Huh7 Rab9 promoter-luciferase reporter, luminescence, 24 h; note: % of control where 0% means no effect; nearly all actives have a fitted effect of over 60% in size
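Luminescence read-out: Huh7 cells stably expressing Rab9-luciferase, treated 24 h with compound at 37 °C, then lysed with luciferase reagent for 10 min at ambient before reading.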
ELG1 genotox – genotoxicity induction in ELG1-luciferase HEK293T cells; HEK293T ELG1-luciferase reporter, luminescence, 16 h; Potency, µM (top dose mostly 46 µM), without a hit: top-dose activity change, positive = activation, hits mostly activators; 330,000 tested, 1.3% active; note: % of control where 0% means no effect; nearly all actives have a fitted effect of over 60% in size
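HEK293T cells expressing luciferase-tagged ELG1 were exposed to compound or DMSO vehicle for 16 hr at 37 °C and 5% CO2. Luciferase activity was then measured with ONE-Glo after 30 min at room temperature.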
MBNL1-CUG inh – MBNL1-poly(CUG) RNA binding inhibition. Q9NR56. TR-FRET MBNL1-His/biotin-(CUG)12 binding, 665/545 ratio. Potency, µM (top dose mostly 57.5 µM), without a hit: at the highest dose activity change, negative = inhibition, usual class: inhibitors. 280,000 tested, 0.036% active. AID 2675; active = well fitted inhibition curve with a large enough effect in the signal ratio, with a control signal flat, not every such curve was filed as active; inconclusive = small, poorly fitted or top-dose-only effect, or effect the other way, or a change in a side signal; inactive = no such curve, though single readings can be large or run the other way; the % refers to the signal ratio; note: % is set by controls: 0 for no effect and ±100 for the full control effect
Target sequence (Q9NR56 whole entry, looked up): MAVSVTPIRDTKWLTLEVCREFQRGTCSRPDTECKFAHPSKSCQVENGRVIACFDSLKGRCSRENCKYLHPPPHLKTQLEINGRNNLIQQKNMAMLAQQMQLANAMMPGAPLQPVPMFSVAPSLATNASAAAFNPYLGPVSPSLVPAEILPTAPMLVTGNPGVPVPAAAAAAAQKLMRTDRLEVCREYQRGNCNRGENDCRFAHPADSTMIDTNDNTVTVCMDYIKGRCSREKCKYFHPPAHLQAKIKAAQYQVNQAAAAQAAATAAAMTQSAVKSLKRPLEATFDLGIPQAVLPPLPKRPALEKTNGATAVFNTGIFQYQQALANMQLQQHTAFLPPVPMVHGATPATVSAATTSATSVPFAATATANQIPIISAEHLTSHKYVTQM
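Compound titration spanned 92 nM–58 uM against the MBNL1-His/biotin-(CUG)12 complex. After 60 min at room temperature with 5 nM streptavidin-XL665 and 0.055 ng/ul terbium anti-His, ratiometric 665/545 nm emission (Ex 340 nm) normalized to controls.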
Gal4-VP16 FLuc – Gal4-VP16 reporter inhibition counter-screen; Drosophila S2 Gal4-VP16 UAS-luciferase, luminescence, 20 h; Potency, µM (top dose mostly 53.6 µM), inactives show at the top dose activity, negative = inhibition, usual class: inhibitors; 310,000 tested, 3.5% active; AID 2546;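 note: Gal4-VP16 expression switched on by copper sulfate through the metallothionein promoter; % is set by controls: 0 for no effect and ±100 for the full control effect; nearly all actives have a fitted effect of over 50% in size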
FLuc modulator – inhibits or activates purified firefly luciferase, miR-21 counter-screen. purified FLuc, Km substrates, luminescence inhibition. 360,000 tested, 6.9% active. Potency, µM (highest dose often 57.5 µM), inactives show at the top dose activity change, negative = inhibition, most hits filed as inhibitors. P08659. AID 588342;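 note: plate controls were vehicle for no effect and reference inhibitor for full effect; nearly all actives have a fitted effect of over 55% in size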
Target sequence (P08659 whole entry, looked up): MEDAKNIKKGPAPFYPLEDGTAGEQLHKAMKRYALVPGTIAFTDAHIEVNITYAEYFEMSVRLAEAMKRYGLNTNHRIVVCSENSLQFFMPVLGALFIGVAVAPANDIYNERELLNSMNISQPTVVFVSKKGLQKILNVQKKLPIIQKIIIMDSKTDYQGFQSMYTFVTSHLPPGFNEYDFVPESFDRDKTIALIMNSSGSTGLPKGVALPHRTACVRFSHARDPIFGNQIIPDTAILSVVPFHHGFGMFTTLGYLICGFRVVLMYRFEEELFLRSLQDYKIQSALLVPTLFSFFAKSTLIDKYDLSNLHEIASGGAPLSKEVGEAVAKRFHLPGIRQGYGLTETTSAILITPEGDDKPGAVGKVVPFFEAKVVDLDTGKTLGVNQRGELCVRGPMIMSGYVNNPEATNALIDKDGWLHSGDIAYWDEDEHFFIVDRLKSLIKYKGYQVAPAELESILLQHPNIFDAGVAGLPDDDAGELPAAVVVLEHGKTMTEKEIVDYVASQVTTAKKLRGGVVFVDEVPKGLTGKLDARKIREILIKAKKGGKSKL
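Biochemical qHTS of compounds, final roughly 60 µM downward over six points, against 10 nM purified firefly luciferase using Km concentrations of substrates (10 uM D-luciferin, 10 uM ATP) in Tris acetate pH 7.5 buffer; luminescence output.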
RORgamma inh – blocks mouse ROR gamma transcriptional activity; Drosophila S2 Gal4-RORgamma UAS-luciferase reporter, 20 h; Potency, µM (highest dose often 53.6 µM), inactives show at the highest dose activity change, negative = inhibition, most hits filed as inhibitors; AID 2551; 310,000 tested, 5.4% active; note: % is set by controls: 0 for no effect and ±100 for the full control effect; nearly all actives have a fitted effect of over 60% in size
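Stable Schneider cell line, Gal4 DNA-binding domain fused to ROR gamma, UAS-luciferase. Cmpd 1 hr RT → CuSO4 700 uM final → 20 hr RT → luciferase reagent 10 min → luminescence.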
BRCA1 expr up – BRCA1 expression activation. 380,000 tested, 1.1% active. AID 624202. Potency, µM (top dose mostly 46.1 µM), for the others: at the highest dose activation, actives largely listed as activators. MCF7-BRCA1-FFLuc reporter, luminescence, 48 h; response scale: scaled: vehicle 0%, 10 µM genistein 100%; note: nearly all actives have a fitted effect of over 80% in size; some results filed as inactive show a strong effect at the top dose
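48 h compound treatment of MCF7-BRCA1-FFLuc cells (phenol-red free MEM, 37 °C), then 15 min with luciferase substrate and luminescence imaging.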
* hit, by the source's call; u = inconclusive; x = not tested or not shown; & = joins results of further samples; [ ] = remark or other dose. Unless noted, calls come from the whole dose curve; as a rule, active = well fitted curve in the direction sought with a large enough effect; inconclusive = small, poorly fitted or top-dose-only effect, or another doubt; inactive = no such curve, though single readings can be large; an effect the other way counts as inactive or inconclusive. Potency is the fitted concentration of half-maximal effect.

SMILES	uPA generation	NPC1 prom act	p53 reactivation	Rab9 prom act	ELG1 genotox	MBNL1-CUG inh	Gal4-VP16 FLuc	FLuc modulator	RORgamma inh	BRCA1 expr up
CC1CCC2(CC1)NC(=O)N(CC(=O)N1CCc3ccccc3C1)C2=O (stereo not given)	-2%	-2%	3%	2%	1%	-2%	2%	-2%	-13%	-9%
O=C1Nc2cc(C(=O)N3CCc4ccccc4C3)ccc2S/C1=C\c1ccccc1	3%	0%	-9%	-4%	-1%	-1%	1%	-2%	1%	-19%
CC(C)N(C(=O)[C@H]1C[C@H](CC(=O)NCCN2CCOCC2)C(=O)N2CCc3c([nH]c4ccc(Cl)cc34)[C@]12C)C(C)C	-18%	x	-4%	x	0%	x	x	x	x	-26%
COc1ccc(-c2nnc(N)s2)cc1	-11%	22%	13%	23%	u	-4%	-7%	17µM*	-19%	25%
Cc1c(Cl)cccc1NC(=O)CSc1nccn1C	2%	10%	x	8%	4%	6%	x	2%	x	5%
Cc1ccc(C(=O)/C=C\Nc2ccc(C)c(C)c2)cc1	-3%	2µM*	u	1.6µM*	u	2%[11.5 µM]	u	2.1µM*	-44%	50%
COc1ccc(OC)c(C(=O)CSc2nc3ccccc3n2CC(=O)NC(C)(C)C)c1	0%	1%	2%	0%	0%	9%	-4%	7%	4%	-11%
COC(=O)c1c(-c2ccccc2Cl)noc1-c1cnc(N)nc1C(F)(F)F	0%	-2%	3%	-4%	1%	-5%	-1%	0%	-4%	-2%
O=C(OCC(=O)N1CCN(S(=O)(=O)c2ccc(Cl)cc2)CC1)c1ccc([N+](=O)[O-])o1	-5%	1%	-6%	-4%	-1%	u	-14%	-1%	-7%	2%
O=C(NCc1cccc(F)c1)c1cccc2c1C(=O)c1ccc(N3CCCC3)cc1S2(=O)=O	-13%	x	2%	x	-1%	x	x	x	x	0%
CC(C)c1ccc(S(=O)(=O)Nc2ccc(-n3cnnn3)cc2)cc1	-17%	6%	-5%	-4%	-2%	x	x	1%	x	-16%
COc1cc2c(cc1OC)C1(Nc3c-2c(Cc2ccccc2)nn3-c2ccccc2)C(=O)Nc2ccccc21 (stereo not given)	16%	1%	0%	1%	-8%	-18%	-6%	1%	27%	-44%
O=[N+]([O-])c1ccc(Sc2ncc3ccccn23)nc1	u	-2%	13%	-1%	-6%	x	u	2%	-42%	-38%
Cc1ccc(C(=O)NC2CCN(C(=O)Nc3ccccc3)CC2)cc1	-3%	-2%	3%	0%	-1%	0%	12%	3%	-1%	-4%
Cc1cccn2c(=O)c3cc(C(=O)NC4CCCCC4)c(=N)n(Cc4ccc(F)cc4)c3nc12	0%	-1%	-14%	-7%	-5%	-2%	-5%	3%	-23%	-7%
Fc1cccc(Cc2noc(CN3CCCN(C4Cc5ccccc5C4)CC3)n2)c1	3%	1%	11%	-10%	11%	-13%	6%	0%	-12%	-22%
Cc1onc(C(=O)N2C(C)CCCC2C)c1[N+](=O)[O-] (stereo not given)	5%	-3%	5%	-1%	-2%	-2%	26%	-2%	30%	-5%
CCCCc1c(O)nc(SCCN(C)C)n(-c2ccccc2)c1=O	1%	-1%	1%	-5%	0%	0%	1%	3%	4%	-3%
Fc1ccc(N2CCN(C(=S)NCc3ccco3)CC2)cc1	-1%	-6%	1%	0%	-1%	-16%	-3%	-3%	12%	8%
c1ccc(CCc2nc3ccccc3[nH]2)cc1	u	u	3%	u	u	-7%	-5%	17µM*	2%	6.3µM*
Cc1nn(C)cc1CN(C)Cc1c(C(=O)N(C)Cc2ccccc2)nc2ccccn12	2%	-8%	2%	-5%	8%	-4%	3%	2%	41%	-23%
CCOC(=O)C1(Cc2ccc(Cl)cc2)CCN(C(=O)C2=NNC(=O)CC2)CC1	0%	29%	0%	28%	u	-4%	u	u	16%	18%
Cc1ccccc1NC(=O)Cc1nc(COC(=O)CCOc2ccccc2)cs1	18%	1%	x	-2%	-2%	9%	x	7%	x	-23%
CCN(CC)S(=O)(=O)c1cccc2c(N(C)C)cccc12	0%	-2%	-3%	1%	-5%	16%	-4%	-13%	-4%	-5%
CN(CCCNC(=O)c1ccccc1F)CCCNC(=O)c1ccccc1F	25%	10%	11%	8%	0%	-19%	0%	0%	u	-1%
O=C1C(NS(=O)(=O)c2cccs2)=C(N2CCN(Cc3ccccc3)CC2)C(=O)c2ccccc21	-4%	3%	-1%	13%	-9%	u	7%	-17%	-17%	-38%
O=C(NCC(=O)N1CCN(Cc2ccc3c(c2)OCO3)CC1)c1ccccc1F	-1%	x	19%	x	3%	x	x	x	x	-8%
Cc1ccc(CN2C(=O)CCC2C(=O)NCc2ccc(F)cc2)cc1 (stereo not given)	2%	0%	-6%	1%	-2%	2%	1%	3%	3%	0%
C/C(=N\NC(=O)c1ccc(O)cc1)c1cc2ccccc2o1	-5%	20%	-1%	u	u	u	10µM*	u	6.3µM*	90%
COc1ccc(OC)c(NC(=O)C(=O)NNC(=O)c2cccs2)c1	1%	-3%	2%	0%	0%	5%	-6%	-3%	-15%	10%
CCS(=O)(=O)N1CCN(C2CCC(C)CC2)CC1 (stereo not given)	-8%	-1%	21%	-8%	-5%	3%	3%	0%	14%	3%
Cc1ccc(C(=O)O)cc1NC(=S)NC(=O)c1ccc([N+](=O)[O-])c(C)c1	19%	3%	4%	-7%	-2%	u	-3%	u	-18%	-16%
COc1cc(NS(=O)(=O)c2ccc3[nH]c(=O)[nH]c3c2)cc(OC)c1	9%	-1%	15%	1%	2%	-1%	-10%	0%&5%	10%	1%
O=C(NC1CCCC1)C(c1ccc(F)cc1)N(Cc1ccccc1Cl)C(=O)CCl (stereo not given)	0%	-12%	-12%	-43%[inhibitor]	3%	x	-10%	3%	-13%	-28%
N#CCCN(C(=O)CSc1ccc2c(c1)OCCO2)c1ccccc1	-1%	7%	-3%	3%	-1%	2%	5%	1%	-17%	3%
O=C(Cc1ccsc1)N1CCN(S(=O)(=O)c2ccccc2F)CC1	8%	1%	4%	-3%	0%	x	x	-1%	x	-14%

2 entries from above, with each value named.
COc1ccc(-c2nnc(N)s2)cc1
  uPA generation: -11% | NPC1 prom act: 22% | p53 reactivation: 13% | Rab9 prom act: 23% | ELG1 genotox: u | MBNL1-CUG inh: -4% | Gal4-VP16 FLuc: -7% | FLuc modulator: 17µM* | RORgamma inh: -19% | BRCA1 expr up: 25%

O=C1C(NS(=O)(=O)c2cccs2)=C(N2CCN(Cc3ccccc3)CC2)C(=O)c2ccccc21
  uPA generation: -4% | NPC1 prom act: 3% | p53 reactivation: -1% | Rab9 prom act: 13% | ELG1 genotox: -9% | MBNL1-CUG inh: u | Gal4-VP16 FLuc: 7% | FLuc modulator: -17% | RORgamma inh: -17% | BRCA1 expr up: -38%

Next part.
SMILES	uPA generation	NPC1 prom act	p53 reactivation	Rab9 prom act	ELG1 genotox	MBNL1-CUG inh	Gal4-VP16 FLuc	FLuc modulator	RORgamma inh	BRCA1 expr up
Cc1ccc(CC(=O)Nc2cc(C)on2)cc1	7%	6%	3%	-1%	1%	-6%	0%	-3%	6%	-7%
COCCN(CC(=O)Nc1cccc(C)c1C)C(=O)c1cc2ccccc2cc1OC	8%	-1%	1%	-6%	1%	x	x	x	x	-19%
Cc1ccc(S(=O)(=O)N2CCC(C(=O)OCC(=O)N(C)c3ccccc3)CC2)cc1C	-5%	-1%	-2%	-3%	2%	x	x	9%	x	-6%
O=C(NC1CCCC1)C(=O)N(Cc1cccnc1)C(C(=O)NC1CCCC1)c1ccco1 (stereo not given)	4%	0%	-4%	-8%	-1%	9%	-8%	-1%	1%	-5%
CCC(=O)Nc1cc(OC)c(NC(=O)c2ccccc2)cc1OC	0%	-1%	6%	-1%	-6%	-3%	-6%	-3%	5%	0%
CCOc1ccc(-c2cn(-c3cccc(SC)c3)c(=O)[nH]2)cc1	-3%	-1%	-2%	-4%	5%	0%	-7%	u	7%	0%
C=C(Br)Cn1c(CC(C)C)nc2ccccc21	-1%	-3%	4%	6%	-2%	-6%	-6%	-1%	35µM*	-16%
O=C(CNC(=O)c1ccncc1)N/N=C/c1ccc(O)cc1O	7%	-2%	1%	-1%	-5%	-3%	-14%	-2%	-2%	-13%
COc1cc([C@H]2[C@@H]3CCCC[C@]3(O)CCN2CC(=O)Nc2ccc(C)cc2C)ccc1O	-1%	3%	u	5%	-4%	0%	5%	-2%	18%	-10%
COc1ccc2cc3cc(C(=O)NC(C)C)oc3nc2c1	-1%	u	u	2µM*	u	u	-4%	17µM*	1%	u
COc1ccccc1C(=O)CSc1nccn1C	1%	23%	x	27%	9%	3%	u	u	-29%	69%
O=C(O)C1(P(=O)(c2ccccc2)c2ccccc2)CCC1	2%	4%	1%	-6%	5%	6%	-8%	5%	-13%	-1%
Cc1cccn2c(=O)c3cc(S(=O)(=O)c4ccccc4)c(=N)n(Cc4ccc(F)cc4)c3nc12	-2%	-4%	-2%	0%	0%	-4%	4%	6%	-19%	-1%
CSc1ncccc1C(=O)OCC(=O)c1ccc[nH]1	u	x	4%	x	-2%	x	x	x	x	24%
CCC(C(=O)OC)n1cnc2c(nnn2-c2cccc(OC)c2)c1=O (stereo not given)	-5%	8%	7%	2%	3%	-5%	1%	-9%	21%	1%
COCc1cc(=O)n2c(-c3ccc(C)cc3)n[nH]c2n1	u	19%	u	3%	11%	-7%	-18%	9.5µM*	-38%	40%
